# Screens from PubChem BioAssay.
# H9c2 TAG inh = inhibitors of triacylglycerol accumulation; H9c2 cells, Nile Red lipid (TAG) fluorescence; cells loaded with 200 µM oleic acid; inhibition, % at 12.5 µM; hit rate 0.66% among 230,000;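 active = pattern-corrected inhibition of lipid staining of at least 50% with the nuclear-stain viability signal not falling by more than 50%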;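 also: 0% = DMSO wells and 100% = triacsin C control wells; some results filed as inactive read as strong as hits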
# H9c2 TAG inh DAPI viability = also measured in H9c2 TAG inh; calls as there; DAPI nuclei signal change (viability), lower = more cytotoxic, %;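 whole-well DAPI fluorescence read on a plate reader as a viability signal; minus 50 percent equals half of cells still viable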
# * = called active by the depositor. This is a subset. The share of hits here may be higher or lower than overall.
SMILES,H9c2 TAG inh,H9c2 TAG inh DAPI viability
COc1ccc(S(=O)(=O)N2CCCCC2)cc1NC(=O)c1cccc(S(=O)(=O)N2CCOCC2)c1,-1,-6
C=CCn1c(NC(=O)c2ccc(C)cc2)c(C#N)sc1=N,-6,9
Cc1ccc2nc(-c3ccccn3)c(Nc3ccccc3C)n2c1,32,-2
O=C(NCc1ccc(Cl)cc1)c1ccc(Br)o1,7,5
CN(C)CCCNC(=O)CC(c1ccccc1)c1ccccc1O (stereo not given),18,-9
COc1ccc(-n2c(=S)[nH]c3c(oc4ccccc43)c2=O)cc1,10,-7
O=C(Nc1cn(-c2ccccc2)nc1-c1cccs1)c1ccco1,23,-11
Cn1ncc(Br)c1C(=O)NC1CCCCCCC1,10,-7
CCC(CO)Oc1cc(NCc2ccccc2)c2ncn(C3CCCC3)c2c1 (stereo not given),13,5
COc1cc(/C=N/N=C(\N)c2nonc2N)cc(OC)c1O,5,-1
Cc1nnc(SCc2ccc(Cl)cc2)n1CC1CCCO1 (stereo not given),-14,3
CCOC(=O)CSc1nnc(Cn2nnc(-c3ccccc3)n2)n1C,-24,-3
CC1(C(=O)Nc2cccc3cccnc23)CCN1C(=O)CCC1CCCC1 (stereo not given),4,-2
CCN(CC)c1ccc(NC(=O)COC(=O)Cc2ccsc2)cc1,5,3
CC(C)NC[C@H](O)COc1cccc2[nH]ccc12,7,-5
CC(=O)c1cc(-c2ccccc2)n(CC(=O)Nc2ccc(C)c(C)c2)c1C,13,-6
COc1ccccc1CN(C)C(=O)C1COc2ccccc2O1 (stereo not given),6,0
CSc1ncccc1C(=O)N1CCCC(C(=O)c2cc(F)ccc2F)C1 (stereo not given),-12,-2
Cc1ccc(NC(=O)Nc2ccc(F)c(Cl)c2)cc1,-27,8
Cc1cc(=O)[nH]c(SCC(=O)c2ccc(C(C)C)cc2)n1,-8,2
CC(O)(c1ccccc1)c1nc(-c2ccccc2)cs1 (stereo not given),-28,-4
COCC1CCN(Cc2cn(C)nc2-c2cccc(Cl)c2)C1 (stereo not given),0,4
CCN(CC)S(=O)(=O)c1ccc(N2CCOCC2)c(NC(=O)COc2ccccc2C#N)c1,8,-18
Cc1ccc(OCCNC(=O)c2ccc(NC(=O)CC3SC(N4CCCC4)=NC3=O)cc2)cc1 (stereo not given),-3,-3
CCOc1ccc(NC(=O)CN(C)C(=O)c2c(-c3ccccc3Cl)noc2C)cc1OCC,6,-7
CCCCN(C(=O)CSc1nncn1-c1ccccc1OC)c1c(N)n(Cc2ccccc2)c(=O)[nH]c1=O,8,-1
Oc1cccc(C(=S)N2CCN(Cc3ccccc3)CC2)c1,17,-14
O=C(Nc1cccc(F)c1)N1CCc2nc(NCc3cccc(Oc4ccccc4)c3)ncc2C1,30,-9
O=C(OCC(=O)N1CCCC1)c1ccc(NS(=O)(=O)c2cccs2)cc1O,-2,2
OC1(c2ccccc2)CN(c2ccccc2)C2=[N+]1CCS2 (stereo not given),-25,5
CC(=O)NC(=S)Nc1ccc(NC(=S)NC(=O)c2cccs2)cc1,16,-4
COc1ccc(-c2nn(Cc3ccccc3)cc2C(=O)N2CCN(c3ncccn3)CC2)cc1OC,-4,-7
CC(C)C[C@H](CO)Nc1nc(Nc2cccc(Cl)c2)c2ncn(C(C)C)c2n1,24,1
CC(C)CNC(=O)c1cccc(NC(=O)c2ccc3c(c2)C(=O)N(C)C3=O)c1,0,-3
Cn1c2ccccc2c2cc(/C=C(\NC(=O)c3ccccc3)C(=O)NCC(=O)O)ccc21,-17,9
CC(=O)c1ccc(NC(=O)CSc2nnc(NC(=O)CN3CCOCC3)s2)cc1,-12,-1
CSc1ccc(NC(=O)C2(C)CCN2C(=O)c2cc(C)n(C)n2)cc1 (stereo not given),8,-1
O=C(CSc1ncccn1)NC(=O)NCc1ccco1,5,-2
Cc1ccnc(NC(=O)c2ccc(COc3ccc(Cl)cc3)o2)c1,-6,8
Cc1oc(-c2ccccc2F)nc1CN1CCC(C(=O)NC2CCCc3ccccc32)CC1 (stereo not given),19,1
Cc1cccc(C)c1CC(=O)N1CCOCC1,-11,4
O=C(Nc1cc([N+](=O)[O-])ccc1N1CCCC1)c1ccco1,-10,-2
COc1ccccc1OCCNC(=O)CSC(=S)N1CCCC1,-22,-1
Cc1nc(Nc2ccc(C(=O)O)cc2)nc(Nc2ccc(C(=O)O)cc2)c1[N+](=O)[O-],-8,8
O=C1OCCN1CCN(CN1C(=O)CCC1=O)CN1C(=O)CCC1=O,-13,8
COc1ccc(NS(=O)(=O)c2cccc(C(=O)NNC(=O)COc3ccccc3)c2)cc1,-4,-1
CCOc1ccc(CCNC(=O)COC(=O)c2cccc(OC)c2O)cc1OCC,2,-4
CC(Oc1ccc(Br)cc1)C(=O)Nc1cc(S(=O)(=O)N2CCOCC2)ccc1N1CCCC1 (stereo not given),-13,-8
COc1ccc(OC)c(NC(=O)C2CCN(C(=O)c3cccs3)CC2)c1,8,-5
CCC1=C(OC(=O)N(CC)CC)N2C(=O)OC(=NCCOC)[C@]2(Cc2ccccc2)[C@H]2C1=CC[C@H]1C(=O)N(C)C(=O)[C@H]12,7,-10
# New compounds follow.
SMILES,H9c2 TAG inh,H9c2 TAG inh DAPI viability
O=C(Nc1ccc(F)cc1)C(c1ccccc1)N1CCN(CC(=O)N2CCOCC2)CC1 (stereo not given),-30,0
O=C(NCCc1nnc2ccc(NCC3CCCO3)nn12)c1ccccc1 (stereo not given),3,4
O=C1CC(C(=O)Nc2cccc(Cl)c2)n2ncnc2N1 (stereo not given),-13,7
CCOC(=O)c1ccc(N2C(=O)CC(C(=O)OC)=C2C)cc1,3,3
CC(C)c1cccc(C(C)C)c1NC(=S)Nc1cccc(Cl)c1,-24,8
Cc1ccc(C(C#N)=Cc2ccc3c(c2)OCO3)cc1,14,-2
O=C(c1ccc(Cl)c(S(=O)(=O)N2CCOCC2)c1)N1CCCCC1,5,-7
CC(=O)c1cccc(CN2CCC(n3nccc3NC(=O)CCc3ccccc3)CC2)c1,10,2
CC(C)(C)c1ccc(C2=CC(c3ccccc3)n3ncnc3N2)cc1 (stereo not given),-12,5
Cn1cnnc1SCC(=O)c1ccc2c(c1)OCO2,14,-3
CCOc1ccccc1NC(=O)/C=C/c1ccc(S(=O)(=O)N2CCOCC2)cc1,6,-1
Cc1cc(C(F)F)n2nc(C(=O)Nc3sc4c(c3C#N)CCC(C)C4)nc2n1 (stereo not given),4,1
C=CCN1C(=O)c2ccc(C(=O)N(CCOC)c3c(N)n(CCCC)c(=O)[nH]c3=O)cc2C1=O,1,-6
CN(C)S(=O)(=O)c1cccc(NC(=O)CN2C(=O)NC(Cc3ccccc3)C2=O)c1 (stereo not given),-5,-14
Cc1cccc(C(=O)OCC(=O)NCc2ccco2)c1,-7,-3
COc1ccccc1-c1csc(C(O)c2ccc(F)c(F)c2)n1 (stereo not given),-12,3
CC(=O)c1ccccc1NC(=O)COC(=O)CCC1CCCC1,17,-1
CCOC(=O)CSc1[nH]c2cc(OC)ccc2c1[N+](=O)[O-],1,-6
COc1ccc(CN2CCC(C)(Oc3cccc(F)c3)C2)c2ccccc12 (stereo not given),-4,8
COc1ccc(NC(=O)CNc2cccc(S(=O)(=O)N3CCCCCC3)c2)c([N+](=O)[O-])c1,-3,-2

# By substructure, those above with a thiophene ring, fused or not
SMILES,H9c2 TAG inh,H9c2 TAG inh DAPI viability
O=C(Nc1cn(-c2ccccc2)nc1-c1cccs1)c1ccco1,23,-11
CCN(CC)c1ccc(NC(=O)COC(=O)Cc2ccsc2)cc1,5,3
O=C(OCC(=O)N1CCCC1)c1ccc(NS(=O)(=O)c2cccs2)cc1O,-2,2
CC(=O)NC(=S)Nc1ccc(NC(=S)NC(=O)c2cccs2)cc1,16,-4
COc1ccc(OC)c(NC(=O)C2CCN(C(=O)c3cccs3)CC2)c1,8,-5
Cc1cc(C(F)F)n2nc(C(=O)Nc3sc4c(c3C#N)CCC(C)C4)nc2n1 (stereo not given),4,1

# Whole records, looked up by structure. Screens in order: H9c2 TAG inh, H9c2 TAG inh DAPI viability
# Cc1cccc(C(=O)OCC(=O)NCc2ccco2)c1 across the screens: -7, -3
# COc1ccc(NC(=O)CNc2cccc(S(=O)(=O)N3CCCCCC3)c2)c([N+](=O)[O-])c1 across the screens: -3, -2
# CN(C)S(=O)(=O)c1cccc(NC(=O)CN2C(=O)NC(Cc3ccccc3)C2=O)c1 (stereo not given) across the screens: -5, -14
# COc1ccc(CN2CCC(C)(Oc3cccc(F)c3)C2)c2ccccc12 (stereo not given) across the screens: -4, 8
# Cc1cc(C(F)F)n2nc(C(=O)Nc3sc4c(c3C#N)CCC(C)C4)nc2n1 (stereo not given) across the screens: 4, 1

# Remaining list, next part:
SMILES,H9c2 TAG inh,H9c2 TAG inh DAPI viability
S=C(NCCc1ccccc1)Nc1cnc2ccccc2c1,-8,0
COc1ccccc1NC(=O)c1ccc(-c2ccc(Br)cc2)o1,-11,-1
COc1cc(CN2C[C@@H](CO)O[C@@H](n3cnc4c(NCCN(C)C)ncnc43)C2)cc(OC)c1OC,8,-11
CC(C)C(=O)Nc1nnc(S(=O)(=O)N2CCCc3ccccc32)s1,-23,15
O=[N+]([O-])c1ccc(S(=O)(=O)Nc2ccc(-c3ccc(N4CCOCC4)nn3)cc2)cc1,1,2
Cc1onc(-c2ccccc2)c1C(=O)Nc1cccc(C#N)c1,3,11
O=C(COc1ccccc1)Nc1cccc(-c2nc3ccccc3[nH]2)c1,1,8
Cc1ccc(C)c(NC(=O)CSc2c(C)n[nH]c2C)c1,6,-5
O=C(CC(O)(c1ccccc1)c1ccccc1)Nc1ccccn1,-20,6
C[C@H]1CN([C@@H](C)CO)C(=O)c2cccc(NC(=O)Nc3ccc(C(F)(F)F)cc3)c2O[C@@H]1CN(C)S(=O)(=O)c1ccccc1,19,-6
Cc1ccc(/C=c2\sc3nc(-c4ccccc4Br)nn3c2=O)o1,-3,-1
Cc1cc(OCC(=O)c2ccc(F)cc2)ccc1N1C(=O)CCC1=O,10,-3
O=[N+]([O-])c1ccc(C(=S)N2CCC(Cc3ccccc3)CC2)cc1,-1,5
CCc1ccc2c(c1)/C(=N/OC)C(=O)N2,0,-8
O=C(CC(=O)N/N=C/c1ccccc1)NCc1ccccc1,1,-3
O=C(COC(=O)Cc1ccsc1)Nc1cccc(Cl)c1,14,-3
COc1ccccc1-c1ccc2nnc(SCC(=O)N3CCCC3)n2n1,-9,3
COc1cccc(NS(=O)(=O)c2ccc3c(c2)NC(=O)C(C)C(=O)N3)c1 (stereo not given),0,-7
Cc1ccc(NC(=O)C2C(c3ccccc3)C2(Cl)Cl)c(C)c1 (stereo not given),-5,-3
Cc1noc(C)c1NC(=O)Nc1cccc2c1O[C@@H](CN(C)Cc1ccc3c(c1)OCO3)[C@@H](C)CN([C@H](C)CO)C2=O,6,2

# Random excerpt: six compounds from above, in no set order.
SMILES,H9c2 TAG inh,H9c2 TAG inh DAPI viability
Cc1cc(OCC(=O)c2ccc(F)cc2)ccc1N1C(=O)CCC1=O,10,-3
O=C(COC(=O)Cc1ccsc1)Nc1cccc(Cl)c1,14,-3
O=[N+]([O-])c1ccc(C(=S)N2CCC(Cc3ccccc3)CC2)cc1,-1,5
Cc1ccc(NC(=O)C2C(c3ccccc3)C2(Cl)Cl)c(C)c1 (stereo not given),-5,-3
O=C(CC(=O)N/N=C/c1ccccc1)NCc1ccccc1,1,-3
CCc1ccc2c(c1)/C(=N/OC)C(=O)N2,0,-8

# Later entries:
SMILES,H9c2 TAG inh,H9c2 TAG inh DAPI viability
CC(=O)Nc1cccc2c1OCCO2,-9,15
CC(C)(/C=N/O)/[N+]([O-])=C/c1ccccc1C(F)(F)F,18,-11
N#CC1=C2N=C(N)c3ccccc3N2C2=C(C(=O)CCC2)C1c1ccc(F)cc1 (stereo not given),-2,-6
O=C(CSc1n[nH]c(=O)n1C1CC1)N1N=C(c2ccc(Cl)cc2)CC1c1ccco1 (stereo not given),-13,0
CC1=C(C(=O)N(C)C)CC(CC(=O)NC(c2ccccc2)c2ccccc2)C(=O)N1Cc1ccc(F)cc1 (stereo not given),15,-14
O=C(CN(Cc1ccc2c(c1)OCO2)C(=O)CNC(=O)c1ccco1)NC1CCCCC1,12,-12
O=[N+]([O-])c1cccc(-c2n[nH]c(=S)n2-c2ccc(Br)cc2)c1,8,6
Cn1c(N)c(N=O)c(=O)n(C)c1=S,-7,7
CCC(CO)Oc1cc(NCc2ccccc2C(F)(F)F)c2ncn(C(C)C)c2c1 (stereo not given),16,11
COC(C/C=C\[C@H](O)[C@H](C)OCc1ccccc1)OC,10,-8
CCOC(=O)N1CCC(NC(=O)CCS(=O)(=O)c2ccc3c(c2)CCN3C(=O)CC)CC1,-4,3
COc1ccc(CNC(=O)c2ccc(S(=O)(=O)NCc3ccco3)cc2)cc1,-12,5
COc1ccc(CC(=O)Nc2ccc(S(=O)(=O)N3CCCC3)cc2)c(OC)c1,-10,2
CCCCn1c(CCNC(=O)c2ccco2)nc2ccccc21,-10,-5
O=C(CN1CCN(S(=O)(=O)c2ccc(Br)cc2)CC1)Nc1ccccc1F,9,-8
O=[N+]([O-])c1cc2c(cc1C=Nc1ccccc1)OCO2,16,24
Cc1ccccc1N=C(NOCc1ccccc1)c1nonc1N,0,-5
CN(Cc1ncc[nH]1)Cc1cn(-c2ccccc2)nc1-c1ccc2c(c1)OCO2,-1,0
CCOC(=O)N1CCN(C(=O)c2ccc3c(=O)n(-c4ccc(OC)cc4)c(=S)[nH]c3c2)CC1,13,-22
CC1Cc2nc(SCC(=O)OCc3ccccc3)n(C)c(=O)c2S1 (stereo not given),12,-2
Cc1ccc(O)c(C(=O)c2cc(C#N)c(=O)n(-c3nccs3)c2)c1,-6,3
